NCI-60 one-dose screen, 48 h, at 10 µM unless noted. Numbers give growth in % (100 = growth as untreated, 0 = no growth, -100 = all killed).
NCI-H522 – NCI-H522 lung cancer | 78,000 compounds, 8% hits | AID 1794739
COLO 205 – COLO 205 colon cancer; 79,000 compounds, 7.3% hits; AID 1794742
NCI-H460 – NCI-H460 lung cancer. 82,000 compounds, 6.8% hits. AID 1794736
NCI-H23 – NCI-H23 lung cancer; 80,000 compounds, 4% hits
NCI/ADR-RES – NCI/ADR-RES ovarian cells. 81,000 compounds, 4.4% hits
NCI-H226 – NCI-H226 lung cancer; 79,000 compounds, 3.5% hits; AID 1794732
NCI-H322M – NCI-H322M lung cancer | 80,000 compounds, 2.7% hits | AID 1794733
IGROV1 – IGROV1 ovarian cancer. 79,000 compounds, 4.7% hits. AID 1794786
SK-OV-3 – SK-OV-3 ovarian cancer cells | 80,000 compounds, 3.2% hits | AID 1794785
* hit, by the source's call. Rule for the calls: active = growth percent below 10; inactive = the rest.

What do the screens show for `CC1NC(=S)NC(=O)/C1=C/c1cc(=O)oc2ccc(Cl)cc12` (centres undefined)?
NCI-H522: 81; COLO 205: 103; NCI-H460: 103; NCI-H23: 95; NCI/ADR-RES: 96; NCI-H226: 85; NCI-H322M: 98; IGROV1: 98; SK-OV-3: 99

How did C[C@@H]1C=C(I)[C@@]2(CCCO)c3cccc4[nH]cc(c34)[C@@H]12 do in these assays?
NCI-H522: 80; COLO 205: 121; NCI-H460: 97; NCI-H23: 95; NCI/ADR-RES: 96; NCI-H226: 90; NCI-H322M: 110; IGROV1: 101; SK-OV-3: 104

How did COc1cc(-c2c(C#N)nnn2-c2cccc(Cl)c2)cc(OC)c1OC do in these assays?
NCI-H522: 71; COLO 205: 103; NCI-H460: 106; NCI-H23: 108; NCI/ADR-RES: 102; NCI-H226: 83; NCI-H322M: 87; IGROV1: 100; SK-OV-3: 93

What do the screens show for `CC1(C)OC2OC(COC(=O)c3ccccc3)C(OC(=O)c3ccccc3)C(OC(=O)c3ccccc3)C2O1` (centres undefined)?
NCI-H522: 88; COLO 205: 95; NCI-H460: 110; NCI-H23: 98; NCI/ADR-RES: 103; NCI-H226: 87; NCI-H322M: 100; IGROV1: 104; SK-OV-3: 94

Results for NS(=O)(=O)c1ccc(NC(=O)CSc2ccc(-c3ccccc3)nn2)cc1 ?
NCI-H522: 86; COLO 205: 123; NCI-H460: 103; NCI-H23: 102; NCI/ADR-RES: 96; NCI-H226: 84; NCI-H322M: 112; IGROV1: 108; SK-OV-3: 106

How did Clc1cccc(-n2cnnn2)c1N1CCCC1 do in these assays?
NCI-H522: 100; COLO 205: 113; NCI-H460: 105; NCI-H23: 101; NCI/ADR-RES: 100; IGROV1: 114; SK-OV-3: 105

How did NS(=O)(=O)c1cc([N+](=O)[O-])ccc1Cl do in these assays?
NCI-H522: 96; COLO 205: 110; NCI-H460: 105; NCI-H23: 110; NCI/ADR-RES: 109; NCI-H226: 98; NCI-H322M: 119; IGROV1: 103; SK-OV-3: 98

How did COc1cc(CN2COCc3c(C(C)(C)C)nn(-c4ccccc4)c32)cc(OC)c1OC do in these assays?
NCI-H522: 108; COLO 205: 127; NCI-H460: 95; NCI-H23: 101; NCI/ADR-RES: 96; NCI-H226: 99; NCI-H322M: 99; IGROV1: 110; SK-OV-3: 102

Results for CC(C)(C)c1ccc(N)cc1[N+](=O)[O-] ?
NCI-H522: 81; COLO 205: 110; NCI-H460: 110; NCI-H23: 96; NCI/ADR-RES: 106; NCI-H226: 104; NCI-H322M: 96; IGROV1: 100; SK-OV-3: 98

How did O=[N+]([O-])c1ccc(NC(=S)NCCNC(=S)Nc2ccc([N+](=O)[O-])cc2)cc1 do in these assays?
NCI-H522: 71; COLO 205: 109; NCI-H460: 84; NCI-H23: 84; NCI/ADR-RES: 79; NCI-H226: 90; NCI-H322M: 70; IGROV1: 71; SK-OV-3: 103

What do the screens show for `CC(C)(COC(=O)COc1ccc(Cl)cc1Cl)[N+](=O)[O-]`?
NCI-H522: 79; COLO 205: 107; NCI-H460: 106; NCI-H23: 92; NCI/ADR-RES: 100; NCI-H226: 101; IGROV1: 104; SK-OV-3: 96

Results for CCCCC(CCCCCC(CCCC)C1NC(C)Cc2cc(OC)c(OC)cc21)C1NC(C)Cc2cc(OC)c(OC)cc21 (centres undefined) ?
NCI-H522: -88*; COLO 205: -97*; NCI-H460: -74*; NCI-H23: -81*; NCI/ADR-RES: -88*; NCI-H226: -78*; NCI-H322M: -39*; IGROV1: -35*; SK-OV-3: -87*

How did CCCCCCCOC(=O)COc1ccccc1 do in these assays?
NCI-H522: 108; COLO 205: 115; NCI-H460: 109; NCI-H23: 100; NCI/ADR-RES: 113; NCI-H226: 108; NCI-H322M: 116; SK-OV-3: 108

How did COc1cc2c(cc1OC)C1(NCC2)C(=O)N(Cc2ccc(F)cc2)c2ccccc21 (centres undefined) do in these assays?
NCI-H522: 83; COLO 205: 101; NCI-H460: 98; NCI-H23: 96; NCI/ADR-RES: 100; NCI-H226: 95; NCI-H322M: 92; IGROV1: 83; SK-OV-3: 102

What do the screens show for `CC(C)(C)n1cc(-c2ccnc(NCCCNS(=O)(=O)c3ccc(F)cc3)n2)c(-c2ccc(Cl)c(O)c2)n1`?
NCI-H522: 78; COLO 205: 94; NCI-H460: 71; NCI-H23: 90; NCI/ADR-RES: 88; NCI-H226: 88; NCI-H322M: 93; IGROV1: 99; SK-OV-3: 90

Results for CC(=O)Nc1c(C)cc(C)c(N(C)C(C)=O)c1C ?
NCI-H522: 92; COLO 205: 113; NCI-H460: 106; NCI-H23: 104; NCI/ADR-RES: 110; NCI-H226: 102; NCI-H322M: 104; IGROV1: 100; SK-OV-3: 97

How did CCCc1cccc(C)c1O do in these assays?
NCI-H522: 77; COLO 205: 113; NCI-H460: 101; NCI-H23: 104; NCI/ADR-RES: 107; NCI-H226: 109; NCI-H322M: 93; IGROV1: 100; SK-OV-3: 104

How did CCOC(=O)c1cc(C(=O)c2ccc(OC)c(OC)c2)n2ccncc12 do in these assays?
NCI-H522: 74; COLO 205: 115; NCI-H460: 106; NCI-H23: 97; NCI/ADR-RES: 97; NCI-H226: 101; IGROV1: 102; SK-OV-3: 64

Results for CCCCCCCCCCCCCCCC(N)c1ccccc1 (centres undefined) ?
NCI-H522: 63; COLO 205: -58*; NCI-H460: -67*; NCI-H23: -24*; NCI/ADR-RES: -31*; NCI-H226: 88; NCI-H322M: 93; IGROV1: -47*; SK-OV-3: 77

What do the screens show for `COc1cc(-c2nc(SCCC(C)C)nc(N3CCNCC3)c2C#N)cc(OC)c1OC`?
NCI-H522: 96; COLO 205: 120; NCI-H460: 118; NCI-H23: 110; NCI/ADR-RES: 105; NCI-H226: 112; NCI-H322M: 102; IGROV1: 107; SK-OV-3: 109

For convenience, part of the list above:
How did COc1cc(-c2c(C#N)nnn2-c2cccc(Cl)c2)cc(OC)c1OC do in these assays?
NCI-H522: 71; COLO 205: 103; NCI-H460: 106; NCI-H23: 108; NCI/ADR-RES: 102; NCI-H226: 83; NCI-H322M: 87; IGROV1: 100; SK-OV-3: 93

What do the screens show for `CC1(C)OC2OC(COC(=O)c3ccccc3)C(OC(=O)c3ccccc3)C(OC(=O)c3ccccc3)C2O1` (centres undefined)?
NCI-H522: 88; COLO 205: 95; NCI-H460: 110; NCI-H23: 98; NCI/ADR-RES: 103; NCI-H226: 87; NCI-H322M: 100; IGROV1: 104; SK-OV-3: 94

Results for NS(=O)(=O)c1ccc(NC(=O)CSc2ccc(-c3ccccc3)nn2)cc1 ?
NCI-H522: 86; COLO 205: 123; NCI-H460: 103; NCI-H23: 102; NCI/ADR-RES: 96; NCI-H226: 84; NCI-H322M: 112; IGROV1: 108; SK-OV-3: 106

How did Clc1cccc(-n2cnnn2)c1N1CCCC1 do in these assays?
NCI-H522: 100; COLO 205: 113; NCI-H460: 105; NCI-H23: 101; NCI/ADR-RES: 100; IGROV1: 114; SK-OV-3: 105

How did NS(=O)(=O)c1cc([N+](=O)[O-])ccc1Cl do in these assays?
NCI-H522: 96; COLO 205: 110; NCI-H460: 105; NCI-H23: 110; NCI/ADR-RES: 109; NCI-H226: 98; NCI-H322M: 119; IGROV1: 103; SK-OV-3: 98

How did COc1cc(CN2COCc3c(C(C)(C)C)nn(-c4ccccc4)c32)cc(OC)c1OC do in these assays?
NCI-H522: 108; COLO 205: 127; NCI-H460: 95; NCI-H23: 101; NCI/ADR-RES: 96; NCI-H226: 99; NCI-H322M: 99; IGROV1: 110; SK-OV-3: 102

Other structures follow:
How did S=c1[nH]nc(-c2cc(-c3ccncc3)n(-c3ccccc3)n2)n1-c1ccccc1 do in these assays?
NCI-H522: 88; COLO 205: 111; NCI-H460: 118; NCI-H23: 110; NCI/ADR-RES: 116; NCI-H226: 103; NCI-H322M: 101; IGROV1: 114; SK-OV-3: 107

What do the screens show for `CCCCCCCCC/C=N\NC(N)=O`?
NCI-H522: 98; COLO 205: 105; NCI-H460: 105; NCI-H23: 107; NCI/ADR-RES: 108; NCI-H226: 106; NCI-H322M: 93; IGROV1: 96; SK-OV-3: 95

How did CCCCCCCCn1ccc2cc(NC(=O)Cn3cc(CN4CCCCCC4)nn3)ccc21 do in these assays?
NCI-H522: 52; COLO 205: -70*; NCI-H460: -59*; NCI-H23: 52; NCI/ADR-RES: 55; NCI-H226: 39; NCI-H322M: 27; IGROV1: 52; SK-OV-3: 98

Results for CN1CCO/C1=C(/NC(=O)c1ccc(Cl)cc1)[P+](c1ccccc1)(c1ccccc1)c1ccccc1 ?
NCI-H522: 58; COLO 205: 69; NCI-H460: 94; NCI-H23: 85; NCI/ADR-RES: 103; NCI-H226: 89; NCI-H322M: 97; IGROV1: 59; SK-OV-3: 106

How did COc1ccc(-c2cnc3sc(C(=O)NNC(=O)c4ccc(C)cc4)c(C)n23)cc1 do in these assays?
NCI-H522: 96; COLO 205: 121; NCI-H460: 107; NCI-H23: 97; NCI/ADR-RES: 100; NCI-H226: 91; NCI-H322M: 101; IGROV1: 103; SK-OV-3: 102

Results for CCCCN=C(NCCCC)C(c1ccccc1)c1ccccc1 ?
NCI-H522: 93; COLO 205: 70; NCI-H460: 82; NCI-H23: 79; NCI/ADR-RES: 97; NCI-H226: 68; NCI-H322M: 78; IGROV1: 71; SK-OV-3: 75

Results for COc1ccc(-c2csc(NC(=O)CSc3nc(N)cc(=O)[nH]3)n2)cc1 ?
NCI-H522: 82; COLO 205: 115; NCI-H460: 107; NCI-H23: 93; NCI/ADR-RES: 101; NCI-H226: 109; NCI-H322M: 107; IGROV1: 100; SK-OV-3: 103

What do the screens show for `CC(=O)/C=C/c1cc2cc(C)ccc2[nH]c1=O`?
NCI-H522: 83; COLO 205: 106; NCI-H460: 83; NCI-H23: 93; NCI/ADR-RES: 97; NCI-H226: 97; NCI-H322M: 101; SK-OV-3: 108

What do the screens show for `COc1cc(-c2csc(NC(=O)Nc3ccc(C(F)(F)F)cc3)n2)cc(OC)c1OC`?
NCI-H522: -25*; COLO 205: -44*; NCI-H460: 5.0*; NCI-H23: 2.6*; NCI/ADR-RES: -1.6*; NCI-H226: 0.1*; NCI-H322M: 33; IGROV1: 43; SK-OV-3: -3.3*

How did N=S(=O)(c1ccccc1)c1ccc([N+](=O)[O-])c(OC(=O)c2ccc(Cl)cc2)c1 (centres undefined) do in these assays?
NCI-H522: 61; COLO 205: 91; NCI-H460: 68; NCI-H23: 84; NCI/ADR-RES: 95; NCI-H226: 90; NCI-H322M: 72; IGROV1: 46; SK-OV-3: 51

Results for N=C1N=C(N)C2(CCCC2)/C1=C1\Nc2ccccc2S1 ?
NCI-H522: 107; COLO 205: 107; NCI-H460: 113; NCI-H23: 98; NCI/ADR-RES: 97; NCI-H226: 95; NCI-H322M: 106; IGROV1: 64; SK-OV-3: 102

Results for CCCC(=O)c1cc(C)ccc1OC ?
COLO 205: 112; NCI-H460: 106; NCI-H23: 108; NCI/ADR-RES: 112; NCI-H226: 100; NCI-H322M: 126; IGROV1: 94; SK-OV-3: 109

Results for C=C(C)C(=O)OCCCCCCC ?
NCI-H522: 81; COLO 205: 83; NCI-H460: 111; NCI-H23: 98; NCI/ADR-RES: 105; NCI-H226: 102; NCI-H322M: 98; IGROV1: 102; SK-OV-3: 90

What do the screens show for `CN1CCN(c2nc(-c3cn4ccsc4n3)cc3ccccc23)CC1`?
NCI-H522: 92; COLO 205: 67; NCI-H460: 92; NCI-H23: 94; NCI/ADR-RES: 85; NCI-H226: 90; NCI-H322M: 97; IGROV1: 79; SK-OV-3: 91

How did Cc1ccc(S(=O)(=O)N/N=C/C2(c3ccccc3)CC2)cc1 do in these assays?
NCI-H522: 105; COLO 205: 116; NCI-H460: 95; NCI-H23: 101; NCI/ADR-RES: 107; NCI-H226: 113; NCI-H322M: 111; IGROV1: 116; SK-OV-3: 110

How did CC(=O)OC[C@@]1(C)C2CC[C@]3(C)C(CC=C4C5CC(C)(C)CC[C@]5(C(=O)Nc5ccccc5)CC[C@]43C)[C@@]2(C)C[C@@H](OC(C)=O)[C@@H]1OC(C)=O (some centres undefined) do in these assays?
NCI-H522: 42; COLO 205: 46; NCI-H460: 32; NCI-H23: 40; NCI/ADR-RES: 31; NCI-H226: 41; NCI-H322M: 61; IGROV1: 45; SK-OV-3: 45

How did Cc1cccc2c3c(sc12)C(c1ccc(F)cc1)c1c(nc(CC(=O)Nc2ccccc2)[nH]c1=O)O3 (centres undefined) do in these assays?
NCI-H522: 71; COLO 205: 108; NCI-H460: 101; NCI-H23: 80; NCI/ADR-RES: 72; NCI-H226: 91; NCI-H322M: 93; IGROV1: 68; SK-OV-3: 92

Results for Clc1nc(NCCc2ccccc2)c2cn[nH]c2n1 ?
COLO 205: 96; NCI-H460: 92; NCI-H23: 86; NCI/ADR-RES: 96; NCI-H226: 87; NCI-H322M: 86; IGROV1: 77; SK-OV-3: 88

Results for O=C1Nc2ccc(Br)cc2/C1=N/c1nc(-c2ccc(Br)cc2)cs1 ?
NCI-H522: 66; COLO 205: 99; NCI-H460: 96; NCI-H23: 92; NCI/ADR-RES: 107; NCI-H226: 85; NCI-H322M: 94; IGROV1: 84; SK-OV-3: 98

What do the screens show for `COc1ccc(N2CCC(=S)NC2=S)cc1`?
NCI-H522: 87; COLO 205: 108; NCI-H460: 107; NCI-H23: 99; NCI/ADR-RES: 103; NCI-H226: 86; NCI-H322M: 105; IGROV1: 105; SK-OV-3: 116

How did Cc1ccc(NC(=O)C(C)S)cc1 (centres undefined) do in these assays?
NCI-H522: 101; COLO 205: 123; NCI-H460: 125; NCI-H23: 91; NCI/ADR-RES: 103; NCI-H226: 96; NCI-H322M: 110; IGROV1: 112; SK-OV-3: 96

Screening data: PubChem, NCI
